APJ antagonist – antagonists of human apelin receptor APJ, primary screen, CHO-K1 cells, beta-arrestin complementation, luminescence; P35414; inhibition, % at 20 µM; hit rate 0.32% among 330,000;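 active means inhibition above about 40% at 20 µM, limit read from the data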;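 further: cells challenged with 10 nM apelin-13 agonist together with compound; plate controls were apelin-13 plus DMSO wells for no effect and DMSO wells lacking apelin-13 for full effect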
Target sequence (P35414 whole entry, looked up): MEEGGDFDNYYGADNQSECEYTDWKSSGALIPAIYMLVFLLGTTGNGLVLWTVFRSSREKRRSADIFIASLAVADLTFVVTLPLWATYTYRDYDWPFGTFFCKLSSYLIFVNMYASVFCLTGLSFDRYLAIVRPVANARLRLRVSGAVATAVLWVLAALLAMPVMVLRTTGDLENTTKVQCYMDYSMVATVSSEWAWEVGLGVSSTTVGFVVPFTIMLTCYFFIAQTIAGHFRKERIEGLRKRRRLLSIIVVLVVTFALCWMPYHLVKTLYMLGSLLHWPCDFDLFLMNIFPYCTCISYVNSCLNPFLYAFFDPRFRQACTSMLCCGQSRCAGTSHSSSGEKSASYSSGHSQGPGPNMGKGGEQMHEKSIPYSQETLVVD
CXCR6 block – CXCR6 receptor inhibitors, primary screen, cell-based, beta-arrestin, luminescence, CHO-K1 PathHunter, 1536-well | hit rate 0.36% among 360,000 | C-X-C chemokine receptor type 6 (Homo sapiens), O00574 | inhibition, % at 20 µM; in the data active means inhibition above about 34%, passing the limit was not always enough;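 further: antagonist mode with CXCL16 agonist at 10 nM final; 0% = 10 nM CXCL16 with DMSO and 100% = unstimulated wells without agonist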
Target sequence (O00574 whole entry, looked up): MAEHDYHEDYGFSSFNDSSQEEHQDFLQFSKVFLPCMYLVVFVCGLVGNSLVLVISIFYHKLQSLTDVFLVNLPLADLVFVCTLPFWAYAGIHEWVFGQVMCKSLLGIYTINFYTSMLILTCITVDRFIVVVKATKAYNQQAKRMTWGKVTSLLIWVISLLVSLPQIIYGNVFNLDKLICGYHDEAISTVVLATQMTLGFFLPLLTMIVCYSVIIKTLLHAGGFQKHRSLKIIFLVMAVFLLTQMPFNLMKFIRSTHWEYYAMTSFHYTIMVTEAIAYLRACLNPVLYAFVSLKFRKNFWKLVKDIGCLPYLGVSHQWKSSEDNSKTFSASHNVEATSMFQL
tim23-1 inh – growth inhibitors of tim23-1 mutant yeast, primary screen, luminescence, uHTS. S. cerevisiae tim23-1 growth, BacTiter-Glo luminescence, 24 h. inhibition, % at 20 µM. hit rate 1.3% among 330,000;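 active means growth inhibition of the mutant yeast at or above 50%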;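 further: temperature-sensitive mutant grown at 25 °C; plate controls were DMSO-treated mutant yeast for no effect and medium wells lacking yeast for full effect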
Mdm2 MdmX PPI – inhibitors of human Mdm2-MdmX association, primary screen, cell-based, luminescence, split luciferase, SaOS-2, uHTS | Protein Mdm4 (Homo sapiens) + E3 ubiquitin-protein ligase Mdm2 (Homo sapiens), … | SaOS-2 split-luciferase Mdm2/MdmX complementation | inhibition, % at 8 µM | hit rate 3% among 330,000;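 active means inhibition of at least 50% at 8 µM in the primary screen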
TIM10 inh – growth inhibitors of isogenic TIM10 control yeast, primary screen, counter-screen for tim10-1 yeast inhibitor project, luminescence, uHTS | hit rate 1.4% among 330,000 | S. cerevisiae TIM10 strain growth, BacTiter-Glo luminescence, 24 h | inhibition, % at 10 µM;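 active means inhibition of 40% or more at the single tested concentration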;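 further: wild-type TIM10 isogenic control strain grown at permissive 25 °C; 0% = DMSO yeast wells and 100% = minimal medium wells without yeast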
UPR XBP1 act – activators of adaptive XBP1 UPR arm, primary screen, cell-based, CHO-XBP1 luciferase reporter, luminescence, uHTS; hit rate 0.33% among 330,000; activation, % at 20 µM; IRE1-XBP1 UPR activation; percent of tunicamycin response, DMSO as zero; AID 463104, 2010;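 active means versus positive control, 20 µM dose yields 30% or more activation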;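 further: 100% = tunicamycin at 10 µg/mL and 0% = DMSO only wells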
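assay system = CHO-XBP1 luciferase reporter cells | amount = 1000 cells/well | buffer or medium = F12 plus 10% FBS | compound dosing = single point, 20 µM final compound, 1% DMSO | incubation = 16-18 h cell attachment at 37 °C, then 6 h compound exposure | detection = Steady-Glo luminescence read | controls = tunicamycin 10 µg/mL and vehicle-only wells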
tim10-1 inh – growth inhibitors of tim10-1 mutant yeast, primary screen, luminescence, uHTS; S. cerevisiae tim10-1 ts strain growth, BacTiter-Glo, 24 h; inhibition, % at 20 µM; hit rate 2.2% among 330,000;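 active means inhibition of at least 40%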;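 further: mutant grown at 25 °C; 0% = DMSO wells with yeast and 100% = wells holding no yeast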
UPR CHOP act – activators of apoptotic CHOP UPR arm, primary screen, cell-based, CHO-CHOP luciferase reporter, luminescence, uHTS; AID 449763, 2010; activation, % at 10 µM; hit rate 0.34% among 330,000; UPR activation; percent of tunicamycin response over DMSO baseline;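 active means at 10 µM dose, activation of 40% or more, normalized to positive control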;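 further: 100% = tunicamycin at 10 µg/mL and 0% = DMSO alone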
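System: CHO-CHOP luciferase reporter cell line; amount: 500 cells/well; buffer or medium: F12 medium containing 10% fetal bovine serum; incubation: 6 h compound exposure at 37 °C after overnight seeding; measured by: luciferase luminescence after 10 min with Steady-Glo reagent; evaluation: % reporter activation, DMSO baseline versus tunicamycin full activation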
APJ ag – agonists of human apelin receptor APJ, primary screen, CHO-K1 cells, PathHunter beta-arrestin, luminescence; P35414; 0% DMSO wells, 100% apelin; activation, % at 20 µM; hit rate 0.11% among 330,000;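 active means activation more than six SD over the plate average, tested at 20 µM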;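 further: 0% = DMSO alone and 100% = apelin-13 at 10 nM; some results filed as inactive read as strong as hits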
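system = engineered CHO-K1 APJ arrestin reporter cells | input = 1000 cells per well | timing = overnight seeding, 90 min compound at 25 °C, 1 h detection | measured by = enzyme-fragment complementation luminescence | read-out = beta-arrestin recruitment to APJ as agonist activity, luminescent signal | control set = negative DMSO alone, positive Apelin-13 at 10 nM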
The depositor's hits bear a star; . = no result given.

SMILES	APJ antagonist	CXCR6 block	tim23-1 inh	Mdm2 MdmX PPI	TIM10 inh	UPR XBP1 act	tim10-1 inh	UPR CHOP act	APJ ag
COc1ccc(CCNc2ccc(C(CC(N)=O)NC(=O)c3ccccc3)cc2[N+](=O)[O-])cc1 (configuration not stated)	11	9	-5	7	3	-1	-19	-2.7	-1
NC(=O)COc1cccc(/C=N/NC(=O)c2ccc(-n3cccc3)cc2)c1	-22	-11	-8	12	-17	1	0	2.3	0
Oc1ccccc1-c1cc(-c2ccc(F)cc2)n[nH]1	3	-7	68*	-88	25	1	39	7.1	-2
Cn1c(CNC(=O)C(Cc2ccccc2)NC(=O)c2ccccc2F)cc(=O)n(C)c1=O (configuration not stated)	20	-4	11	-10	9	-3	-4	0.3	0
NS(=O)(=O)c1ccc(CCNC(=O)CCc2ccccc2)cc1	-9	4	9	-18	8	1	-5	-0.3	0
CC1=C([N+](=O)[O-])C(c2ccc(Cl)cc2)NC(=O)N1 (configuration not stated)	-11	10	-8	18	3	-4	-26	-0.6	4
CC(c1ccccc1)N1C(=O)NC(NC(=O)C(C)(C)C)(C(F)(F)F)C1=O (configuration not stated)	11	5	5	1	-14	-2	-10	0.8	1
COc1ccc(-c2ccc3c(N)c(C(=O)NC(C)C)sc3n2)cc1OC	-13	-10	22	13	22	6	24	2.3	1
C=CCNc1nnc(SCC(=O)N2CCCCC2)c2ccccc12	-3	4	20	5	2	0	13	-2.1	-3
Cn1cc(CCNC(=O)CCc2nnc(CCCCc3ccccc3)o2)cn1	-2	-1	1	4	10	-1	-5	1.5	-1
C=CCNCC(O)COc1ccc(C(C)=O)cc1OC (configuration not stated)	1	-5	4	13	-10	-2	-14	-2.1	-4
CCOc1ccc(Nc2cc(C)c3ccccc3n2)cc1	-1	-6	20	-42	9	-1	27	3.7	2
Nc1[nH]nc2nc(-c3ccccc3)[nH]c(=O)c12	-14	5	-9	6	-18	1	-11	3.7	-2
Cc1ccc(CSc2nnc(NC(=O)C3COc4ccccc4O3)s2)cc1 (configuration not stated)	0	0	4	18	13	0	14	3.6	0
CCOC(=O)c1c(C)n(-c2ccc(C)cc2)c2ccc(OCC(O)CNCCCO)cc12 (configuration not stated)	-17	0	-3	89*	13	7	1	3.9	-4
Cc1ccc(OCCCC(=O)Nc2ccc(Br)cc2)cc1	-4	-14	9	-2	13	-2	3	-1.2	-1
CC12C(=O)N(NC(=O)c3ccncc3)C(=O)C1C1C=CC2C1 (configuration not stated)	11	-1	11	0	1	0	5	1.4	1
CCCOc1ccc(C2C3=C(CCCC3=O)N(CC(=O)O)C3=C2C(=O)CCC3)cc1OCC	-2	2	12	4	-6	-1	11	0.2	3
C=CCC[C@@H](Cc1ccc(F)cc1)C(=O)OC[C@H](Cc1c[nH]c2ccccc12)NC(=O)[C@@H](CC=C)CC(=O)N(CCO)Cc1ccccc1	7	19	14	88*	-1	0	13	13	-4
O=C(N=Nc1c(O)[nH]c2ccccc12)c1ccc(CN2CCOCC2)cc1	7	-6	10	9	9	-3	8	2.5	-1
C#CCOCCOCCOCCNc1nc(N2CCOCC2)nc(N2CCN(C(=O)CCCCCCCCCCNC(=O)[C@@H]([C@H](C)O)n3cc(C)nn3)CC2)n1	11	-2	8	15	8	-1	7	0.3	-7
O=C(NCCc1cccc(F)c1)/C(=C/c1cccnc1)NC(=O)c1ccccc1	14	-5	14	16	-14	-1	2	-0.3	-3
CN1CCN(C(=O)CCN2C(=O)S/C(=C/c3ccc(Cl)cc3)C2=O)CC1	7	-6	25	10	18	4	29	0.2	-1
COc1ccccc1OCC(=O)NCCCn1ccnc1	-9	-16	12	-1	-4	-2	6	-2.9	-1
O=C(Nc1ccc2nc(-c3cccnc3)[nH]c2c1)c1ccco1	-15	-2	-12	5	6	3	-20	1.2	1
Cc1cc(C)c(-c2c(O)c3c(n(C)c2=O)CC(C)(C)CC3=O)c(C)c1	0	-5	23	6	18	1	8	3.1	0
Cc1ccc2nc(N3CCC(C(=O)NC4CCCCC4)CC3)sc2c1	9	2	29	44	26	-5	38	3.3	-1
OC(COc1ccc(OCc2ccccc2)cc1)CN1CCOCC1 (configuration not stated)	8	-2	17	-1	-5	0	4	-0.8	-7
O=C(C[C@H]1C[C@H](C(=O)N2CCCCC2)[C@@]2(CCc3ccccc3)c3[nH]c4cc(-c5ccco5)ccc4c3CCN2C1=O)NCCC1=CCCCC1	.	6	25	39	-2	0	10	2.9	.
CCCCCCCCCSc1n[nH]c(N)n1	6	2	28	12	-2	0	27	-0.8	2
CCC(C)c1ccc(Nc2ncccc2C#N)cc1 (configuration not stated)	-18	0	3	-19	-10	2	0	1.1	-4
CCOC(=O)c1c(C)[nH]c(C(=O)CN2C(=O)NC(C)(c3ccc(C)cc3)C2=O)c1C (configuration not stated)	-1	-5	16	24	22	1	14	-0.9	1
CCCNc1nc(C)cc(-c2cc(C(=O)NC3CCCC3)on2)n1	8	0	19	-14	-4	-3	-11	-0.3	1
COC(=O)C1=C(C)N(C)C(=O)/C1=C\c1cccs1	14	-2	22	-13	13	0	21	0.9	-5
COc1ccc(Nc2nnc(SCc3cc([N+](=O)[O-])cc4c3OCOC4)s2)cc1	6	0	-17	-1	7	1	8	1.4	-5
COc1ccc(C(=O)N/N=C(\N)c2cc3ccccc3oc2=O)cc1	-1	0	4	8	-14	-8	10	0.6	-2
Cc1ccc(S(=O)(=O)Nc2cc3c4c(c2)CCN4C(=O)CC3)cc1	-2	0	-1	4	1	0	4	0.2	-2
CC1CCCN(C(=O)c2ccc(S(=O)(=O)Nc3ccccc3Cl)cc2)C1 (configuration not stated)	10	2	31	10	13	-4	31	0.4	-7
COc1ccc(S(=O)(=O)NCC2CCCN(Cc3cccc(C(C)=O)c3)C2)cc1 (configuration not stated)	-26	-3	-4	15	0	2	-12	0.6	-3
CCN1Cc2ccccc2-c2ccccc2S1(=O)=O	.	-1	38	20	-13	-1	3	1.6	.
COc1ccc(CCc2nnc(CCC(=O)NCC3CCCO3)o2)cc1 (configuration not stated)	10	8	8	12	-1	-10	-11	-1.2	-3
Cc1ccc(Nc2c3c(nc4ccccc24)CCC3)cc1	17	10	1	46	24	-2	6	5.0	-2
Cc1ccc(NS(=O)(=O)c2cc(C(=O)NCc3cccnc3)ccc2C)cc1	11	-3	1	2	-1	-2	-11	-1.0	-1
Cc1nc([N+](=O)[O-])cn1CC(=O)c1ccccc1	-19	-3	-1	12	-10	-1	1	-0.8	-2
COc1ccc(N2CCN(C(=O)c3ccc(Br)cc3)CC2)c([N+](=O)[O-])c1	11	1	45	11	53*	-1	54*	-0.8	-2
CC1(OC(=O)C2CCCC2)C(=O)C=C2C=C(C3CC3)OC=C2C1=O (configuration not stated)	-36	.	20	10	7	15	3	-0.3	4
CCC(CO)NCc1ccc(OCC(O)c2ccccc2)c(OC)c1 (configuration not stated)	11	5	-5	-2	-2	-5	7	-2.1	2
CNS(=O)(=O)c1ccc(NC(=O)c2csc(C)c2)cc1	-24	-3	19	-3	5	-1	12	3.0	1
CS(=O)(=O)N1CCN(C(=O)c2ccncc2)CC1	3	7	14	-30	1	3	19	-1.3	-2
CCC[C@@H](CN[C@@H](CNC)C(C)C)NCCCCc1ccccc1	-2	4	-11	97*	3	1	-6	-0.8	-5

(list continues)
SMILES	APJ antagonist	CXCR6 block	tim23-1 inh	Mdm2 MdmX PPI	TIM10 inh	UPR XBP1 act	tim10-1 inh	UPR CHOP act	APJ ag
CN(C(=O)COc1ncnc2sccc12)C1CCCCC1	10	3	11	20	6	2	7	1.0	-6
Cc1ccc(C(=O)OCC(=O)NC(=O)c2cccn2C)cc1	20	-3	-6	1	-16	-2	-5	0.4	-2
O=C(O)c1ccc(NC(=O)c2cn(-c3ccccc3)nc2-c2ccccc2)cc1	7	2	6	-7	-7	-1	5	1.0	-1
CC1CCN(C(=O)Oc2ccccc2)CC1	-26	-6	21	-39	2	3	2	0.8	-4
CNS(=O)(=O)c1ccc(NC(=O)C2c3ccccc3Oc3ccccc32)cc1	5	2	-12	32	5	2	9	1.4	-4
CC1CCN(C(=O)CSc2nnc3ccccn23)CC1	-9	-10	13	1	7	1	9	2.3	-7
CC(=O)c1ccc(NC(=O)c2cc(Cl)sc2Cl)cc1	0	-7	22	-109	-7	1	15	6.5	3
Cc1onc(-c2ccccc2Cl)c1C(=O)Nc1sc2c(c1C#N)CCC2	17	-4	30	2	14	-1	28	-0.5	-3
O=[N+]([O-])c1ccc(S(=O)(=O)N(CCCN2CCOCC2)Cc2cccs2)cc1	-26	-7	12	5	1	3	7	-0.3	0
NNC(=O)c1sc(-c2ccc(Cl)cc2)cc1N	-11	-2	20	9	1	4	6	0.2	0
COc1ccc(-n2c(COc3ccc(C)cc3)n[nH]c2=S)cc1	9	0	25	-19	22	3	25	-0.4	1
CCc1ccccc1NC(=O)CN(C)C(=O)CSc1nn(-c2ccccc2)c(=S)s1	8	2	7	14	21	-1	18	1.7	-1
CC1(C)Cc2cccc(OCC(=O)Nc3cccnc3Cl)c2O1	0	1	-3	6	7	0	20	-0.3	-3
O=C(O)CCc1ccc(-c2ccccc2)n1-c1ccc(C(=O)O)cc1	20	5	-5	11	0	-3	-2	0.3	-4
Cc1cc(NCCCN2CCOCC2)n2nc(C)c(-c3ccccc3)c2n1	2	1	19	24	9	-4	19	-0.5	-3
O=c1[nH]c(NNC(=S)NCc2ccccc2)nc2c1C1(CCCCC1)Cc1ccccc1-2	4	12	21	-2	32	-2	43*	-1.6	1
CC(=O)c1ccc(NC(=O)c2ccn(C(=O)OCC(C)C)n2)cc1	1	5	12	-60	12	1	36	4.3	2
C=CCn1c(SCc2nc3ccccc3c(=O)[nH]2)nc2scc(C3CC3)c2c1=O	9	-4	-1	33	15	2	19	-2.6	-6
NS(=O)(=O)c1ccc(NC(=O)/C=C/c2ccccc2Cl)cc1	3	-1	-15	22	1	5	4	1.1	0
NCCCNc1nc(N)c([N+](=O)[O-])c(NC2CCCCC2)n1	-3	-1	16	73*	7	9	12	0.9	-1

Assay outcomes deposited in PubChem by Sanford-Burnham Center for Chemical Genomics.

This is a subset (hit frequency here may not be typical).
